High-throughput results deposited in PubChem BioAssay by several laboratories.
HTR2A ag: mouse HTR2A agonism via beta-arrestin recruitment. activation, % at 7.6 µM. CHO-K1 mHTR2A beta-arrestin complementation, luminescence; percent of 30 µM serotonin response. P35363. actives 0.66% (n = 360,000). AID 624169;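 active = activation above a run cutoff, the mean activation of all tested compounds plus 3 SD, cut at about 14% in these data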;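 note: 0% = plate median of compound wells and 100% = 30 µM serotonin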
MC4R antag cAMP: antagonists of human melanocortin 4 receptor (MC4R) | MC4R-expressing cells, MTII-stimulated cAMP, LANCE TR-FRET | inhibition, % at 6.5 µM | actives 0.48% (n = 360,000) | AID 540295;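 active = inhibition above its plate's cutoff, the mean of tested wells on that plate plus 3 SD, cut at about 29% in these data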;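 note: 0% = Melanotan II alone and 100% = Melanotan II plus saturating MCL0020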
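Material: U2OS-MC4R stable cell line | Reagent: Melanotan II challenge after compound preincubation | Doses: One concentration, 6.5 µM nominal | Incubation: 30-min compound preincubation, 1-h Melanotan II challenge, 1-h detection, room temperature | Signal: TR-FRET cAMP assay | Replicates: One well per compound, no replicates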
ABHD5-PLIN5 inh: inhibitors of human ABHD5-perilipin-5 interaction; Q00G26+Q8WTS1; Split G. princeps luciferase complementation, luminescence, 4 h; inhibition, % at 4 µM; actives 0.78% (n = 360,000);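 active = inhibition above the mean inhibition across every tested compound plus 3 SD, cut at about 22% in these data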;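 note: 0% = DMSO only wells and the 100% control is not disclosed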
MC4R ag barr: agonists of human melanocortin 4 receptor (MC4R) beta-arrestin; actives 0.98% (n = 360,000); activation, % at 8.9 µM; P32245; U2OS MC4R beta-arrestin complementation, luminescence; percent of melanotan II response, DMSO zero;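 active = activation above a per-plate cutoff, the mean activation of sample wells on that plate plus 3 SD, cut at about 8% in these data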
NOD2 RIPK2 PPI: blocks binding of human NOD2 to RIPK2; O43353; CHO BLA complementation NOD2-RIPK2, CCF4 ratio; inhibition, % at 4.98 µM; actives 0.38% (n = 360,000); AID 624267; in the data active = inhibition above about 21%;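 note: 0% = vehicle only and 100% = reference blocker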
N-glyco inh: N-linked glycosylation inhibition; D54 ERlucT glycosylation luciferase reporter, 24 h; percent of 100 nM tunicamycin response; reporter increase, % at 12.5 µM; actives 0.23% (n = 360,000);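 active = mean luciferase reporter signal, scaled so untreated is 0 and the glycosylation-blocking control 100, at or above a set limit in every replicate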;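 note: luciferase carries N-glycosylation sites so blocking glycosylation raises the light; 0% = median of neutral control wells and 100% = median of 100 nM tunicamycin wells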
TLR9-MyD88 block: inhibitors of human TLR9-MyD88 binding | Q9NR96+Q99836 | CHO BLA complementation TLR9-MyD88, CCF4 FRET ratio | inhibition, % at 4.98 µM | actives 0.21% (n = 340,000);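 active = inhibition above the mean over all tested compounds plus 3 SD, cut at about 21% in these data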;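 note: 0% = DMSO only wells and 100% = clavulanate BLA inhibitor control wells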
H9c2 protect: myocardial damage modulation in H9c2 cells; H9c2 cardiomyocytes, H2O2 injury protection, ATPLite, 2 h; protection from H2O2 cell death, % at 20 µM; actives 0.63% (n = 360,000); AID 588492;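 active = compounds giving at least 50% protection of heart cells from peroxide-induced death in the single-dose screen, raw or plate-pattern-corrected value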;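 note: 0% = DMSO wells with peroxide and 100% = DMSO wells without peroxide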
NCOA2 inhibitor: human SRC2 (NCOA2) inhibition | HEK293 GAL4-SRC2 luciferase reporter, luminescence | actives 0.17% (n = 370,000) | Q15596 | inhibition, % at 9 µM;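 active = inhibition above the mean inhibition of all tested compounds plus 3 SD, set per campaign, cut at about 52% in these data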;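 note: 0% = DMSO treated cells and 100% = cells given Gossypol at 36 µM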
ABCB6 inh 2: human ABCB6 transporter inhibition | K562-ABCB6 porphyrin accumulation, flow cytometry, 1 h; hits give low values | Q9NP58 | fluorescence ratio to DMSO, % at 10 µM | actives 0.19% (n = 360,000) | AID 602162;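 active = fluorescence ratio to DMSO below 75%, the collection mean minus 3 SD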;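 note: signal is porphyrin accumulated inside mitochondria; 100% equals median channel fluorescence of DMSO control wells; lower ratio means ABCB6 inhibition with less porphyrin fluorescence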
An asterisk follows results filed as active. These rows are one share of the data; count on the stated rates, not on these rows.

The opening 3 records, ahead of the listing:
`CCSc1nc2cc(OC)c(OC)cc2c(=O)n1CCc1ccccc1` gave HTR2A ag 0, MC4R antag cAMP 13, ABHD5-PLIN5 inh -1, MC4R ag barr 2.6, NOD2 RIPK2 PPI 1, N-glyco inh 3, TLR9-MyD88 block -6, H9c2 protect -3, NCOA2 inhibitor 12 and ABCB6 inh 2 87.
Screening Cc1nn(C)cc1-c1csc(N)n1 returned HTR2A ag 2, MC4R antag cAMP 10, ABHD5-PLIN5 inh 2, MC4R ag barr -0.8, NOD2 RIPK2 PPI 8, N-glyco inh 3, TLR9-MyD88 block 1, H9c2 protect -2, NCOA2 inhibitor 2 and ABCB6 inh 2 92.
Screening COc1ccc(NC(=O)CSc2nnc(CNC(=O)c3ccco3)n2-c2ccccc2OC)cc1 returned HTR2A ag 2, MC4R antag cAMP 5, ABHD5-PLIN5 inh 9, MC4R ag barr 0.4, NOD2 RIPK2 PPI -6, N-glyco inh -1, TLR9-MyD88 block -17, H9c2 protect 0, NCOA2 inhibitor 3 and ABCB6 inh 2 97.

All compounds of this part, previewed entries included:
`CCSc1nc2cc(OC)c(OC)cc2c(=O)n1CCc1ccccc1` gave HTR2A ag 0, MC4R antag cAMP 13, ABHD5-PLIN5 inh -1, MC4R ag barr 2.6, NOD2 RIPK2 PPI 1, N-glyco inh 3, TLR9-MyD88 block -6, H9c2 protect -3, NCOA2 inhibitor 12 and ABCB6 inh 2 87.
Screening Cc1nn(C)cc1-c1csc(N)n1 returned HTR2A ag 2, MC4R antag cAMP 10, ABHD5-PLIN5 inh 2, MC4R ag barr -0.8, NOD2 RIPK2 PPI 8, N-glyco inh 3, TLR9-MyD88 block 1, H9c2 protect -2, NCOA2 inhibitor 2 and ABCB6 inh 2 92.
Screening COc1ccc(NC(=O)CSc2nnc(CNC(=O)c3ccco3)n2-c2ccccc2OC)cc1 returned HTR2A ag 2, MC4R antag cAMP 5, ABHD5-PLIN5 inh 9, MC4R ag barr 0.4, NOD2 RIPK2 PPI -6, N-glyco inh -1, TLR9-MyD88 block -17, H9c2 protect 0, NCOA2 inhibitor 3 and ABCB6 inh 2 97.
`Cc1ccc(S(=O)(=O)NCCC(=O)NCC(c2cccs2)N(C)C)cc1C` (stereo not given) gave HTR2A ag 0, MC4R antag cAMP 10, ABHD5-PLIN5 inh 0, MC4R ag barr -1.1, NOD2 RIPK2 PPI -6, N-glyco inh 1, TLR9-MyD88 block -6, H9c2 protect -1, NCOA2 inhibitor -25 and ABCB6 inh 2 99.
Screening CC(NC1=CC(=O)c2cccnc2C1=O)C(O)c1ccccc1 (stereo not given) returned HTR2A ag -5, MC4R antag cAMP -12, ABHD5-PLIN5 inh 0, MC4R ag barr -1.7, NOD2 RIPK2 PPI 5, N-glyco inh -18, TLR9-MyD88 block -3, H9c2 protect -18, NCOA2 inhibitor -12 and ABCB6 inh 2 103.
O=C(Nc1nnc(S(=O)(=O)N2CCOCC2)s1)c1cccc(F)c1 was read as HTR2A ag 1, MC4R antag cAMP 6, ABHD5-PLIN5 inh 2, MC4R ag barr -0.4, NOD2 RIPK2 PPI -10, N-glyco inh 1, TLR9-MyD88 block 5, H9c2 protect -10, NCOA2 inhibitor -52 and ABCB6 inh 2 97.
Screening NC(=O)C1CCN(CCC(=O)Nc2ccc(F)c(F)c2)CC1 returned HTR2A ag 0, MC4R antag cAMP 4, ABHD5-PLIN5 inh -2, MC4R ag barr -0.6, NOD2 RIPK2 PPI 9, N-glyco inh 1, TLR9-MyD88 block 0, H9c2 protect -2, NCOA2 inhibitor -8 and ABCB6 inh 2 99.
Screening Cc1ccc(C(=O)N[C@H](C(=O)NC2CCCCC2)C(C)C)cc1 returned HTR2A ag 2, MC4R antag cAMP 20, ABHD5-PLIN5 inh -4, MC4R ag barr -2.2, NOD2 RIPK2 PPI -9, N-glyco inh -3, TLR9-MyD88 block -3, H9c2 protect 2, NCOA2 inhibitor -31 and ABCB6 inh 2 95.
`CCOC(=O)C(Cc1ccccc1)NC(=O)CNC(C)=O` (stereo not given) gave HTR2A ag 0, MC4R antag cAMP 11, ABHD5-PLIN5 inh 1, MC4R ag barr -1.0, NOD2 RIPK2 PPI -3, N-glyco inh 0, TLR9-MyD88 block 6, H9c2 protect 4, NCOA2 inhibitor -18 and ABCB6 inh 2 98.
Screening Cc1ccc(OCC(=O)OCC(=O)c2c(N)n(C)c(=O)n(C)c2=O)cc1C returned HTR2A ag 7, MC4R antag cAMP 11, ABHD5-PLIN5 inh -2, MC4R ag barr 0.6, NOD2 RIPK2 PPI -1, N-glyco inh 0, TLR9-MyD88 block -6, H9c2 protect -5, NCOA2 inhibitor -40 and ABCB6 inh 2 93.
CSCCNC(=O)Nc1c(-c2c(Cl)cccc2Cl)noc1C was read as HTR2A ag -2, MC4R antag cAMP -1, ABHD5-PLIN5 inh -7, MC4R ag barr 1.5, NOD2 RIPK2 PPI -8, N-glyco inh 2, TLR9-MyD88 block -14, H9c2 protect -1, NCOA2 inhibitor -11 and ABCB6 inh 2 98.
CC(=O)n1cc(/C=N/NC(=O)c2ccc(Cl)cc2)c2ccccc21 was read as HTR2A ag -2, MC4R antag cAMP 27, ABHD5-PLIN5 inh 0, MC4R ag barr -1.9, NOD2 RIPK2 PPI -1, N-glyco inh 0, TLR9-MyD88 block 3, H9c2 protect 3, NCOA2 inhibitor -47 and ABCB6 inh 2 101.
`COc1ccc(C(=O)CCN2CCN(c3ccccc3F)CC2)cc1` gave HTR2A ag -3, MC4R antag cAMP 25, ABHD5-PLIN5 inh 2, MC4R ag barr -2.1, NOD2 RIPK2 PPI 2, N-glyco inh -2, TLR9-MyD88 block 1, H9c2 protect -22, NCOA2 inhibitor 1 and ABCB6 inh 2 95.
C/C(=N/NC(=O)c1cc(-c2ccccc2)nc2c(Cl)cccc12)c1cccnc1 was read as HTR2A ag -9, MC4R antag cAMP -3, ABHD5-PLIN5 inh 16, MC4R ag barr -0.4, NOD2 RIPK2 PPI -16, N-glyco inh -3, TLR9-MyD88 block 3, H9c2 protect 22, NCOA2 inhibitor -5 and ABCB6 inh 2 95.
`COc1cc(CC(=O)OCc2ccccc2F)cc(OC)c1OC` gave HTR2A ag 1, MC4R antag cAMP 7, ABHD5-PLIN5 inh 3, MC4R ag barr -1.5, NOD2 RIPK2 PPI 4, N-glyco inh -2, TLR9-MyD88 block 5, H9c2 protect 1, NCOA2 inhibitor -6 and ABCB6 inh 2 92.
For COc1cccc(N2CC(C(=O)NNC(=O)c3ccc(Cl)cc3)CC2=O)c1 (stereo not given) the results were HTR2A ag 0, MC4R antag cAMP 0, ABHD5-PLIN5 inh 0, MC4R ag barr -3.1, NOD2 RIPK2 PPI -5, N-glyco inh 4, TLR9-MyD88 block -13, H9c2 protect 2, NCOA2 inhibitor -49 and ABCB6 inh 2 105.
For CC1CCCN(c2ccc(N)cc2C(N)=O)C1 (stereo not given) the results were HTR2A ag 0, MC4R antag cAMP -2, ABHD5-PLIN5 inh 2, MC4R ag barr -1.7, NOD2 RIPK2 PPI -12, N-glyco inh 1, TLR9-MyD88 block -3, H9c2 protect 3, NCOA2 inhibitor -1 and ABCB6 inh 2 98.
CC(=O)N/C(=C\c1ccc(F)cc1)C(=O)NC(Cc1ccccc1)C(=O)O (stereo not given) was read as HTR2A ag 5, MC4R antag cAMP -3, ABHD5-PLIN5 inh 0, MC4R ag barr -0.8, NOD2 RIPK2 PPI 1, N-glyco inh 1, TLR9-MyD88 block -55, H9c2 protect 7, NCOA2 inhibitor 3 and ABCB6 inh 2 91.
Screening CC(=O)Nc1ccc(S(=O)(=O)Nc2ccc(S(=O)(=O)Nc3nc(C)cc(C)n3)cc2)cc1 returned HTR2A ag 8, MC4R antag cAMP -1, ABHD5-PLIN5 inh -8, MC4R ag barr -0.6, NOD2 RIPK2 PPI 1, N-glyco inh 1, TLR9-MyD88 block 2, H9c2 protect 4, NCOA2 inhibitor -17 and ABCB6 inh 2 93.
For CCOC(=O)c1c(C)c(C(=O)NCCOC)c(C)n1CC the results were HTR2A ag -3, MC4R antag cAMP 3, ABHD5-PLIN5 inh -2, MC4R ag barr -1.4, NOD2 RIPK2 PPI -7, N-glyco inh 0, TLR9-MyD88 block 2, H9c2 protect -1, NCOA2 inhibitor -1 and ABCB6 inh 2 105.
`CCCC(=O)Nc1sc2c(c1C(=O)OCC)CC(C)(C)OC2` gave HTR2A ag 0, MC4R antag cAMP 14, ABHD5-PLIN5 inh 0, MC4R ag barr -0.3, NOD2 RIPK2 PPI -8, N-glyco inh -1, TLR9-MyD88 block 2, H9c2 protect -2, NCOA2 inhibitor 4 and ABCB6 inh 2 102.
O=C(NCc1ccncc1)Nc1ccccc1Cl was read as HTR2A ag 1, MC4R antag cAMP 7, ABHD5-PLIN5 inh 1, MC4R ag barr -2.8, NOD2 RIPK2 PPI -1, N-glyco inh 1, TLR9-MyD88 block 1, H9c2 protect 0, NCOA2 inhibitor -11 and ABCB6 inh 2 101.
For COc1ccc(S(=O)(=O)N2CCC(C(=O)NCC(c3cccs3)N(C)C)CC2)cc1 (stereo not given) the results were HTR2A ag -3, MC4R antag cAMP -8, ABHD5-PLIN5 inh -1, MC4R ag barr -1.2, NOD2 RIPK2 PPI 3, N-glyco inh -2, TLR9-MyD88 block -7, H9c2 protect -1, NCOA2 inhibitor 10 and ABCB6 inh 2 96.
For Cc1ccc(C(=O)NN2C(=O)C3C4c5ccccc5C(c5ccccc54)[C@@H]3C2=O)cc1 (stereo not given in full) the results were HTR2A ag 3, MC4R antag cAMP 10, ABHD5-PLIN5 inh -1, MC4R ag barr 0.2, NOD2 RIPK2 PPI -6, N-glyco inh -2, TLR9-MyD88 block -6, H9c2 protect -5, NCOA2 inhibitor -15 and ABCB6 inh 2 99.
`O=[N+]([O-])c1ccccc1/C=C/CN1CCCCC1` gave HTR2A ag -4, MC4R antag cAMP 1, ABHD5-PLIN5 inh 0, MC4R ag barr -2.4, NOD2 RIPK2 PPI -9, N-glyco inh 0, TLR9-MyD88 block 0, H9c2 protect -1, NCOA2 inhibitor -1 and ABCB6 inh 2 100.
Screening Cc1cc(C)cc(OCC(=O)NCCc2nc3ccccc3[nH]2)c1 returned HTR2A ag -6, MC4R antag cAMP -1, ABHD5-PLIN5 inh -5, MC4R ag barr -0.1, NOD2 RIPK2 PPI 9, N-glyco inh 2, TLR9-MyD88 block 2, H9c2 protect -11, NCOA2 inhibitor 5 and ABCB6 inh 2 99.
CCCC[n+]1ccn(-c2nc3c([N+](=O)[O-])cccc3n2C)c1 was read as HTR2A ag 1, MC4R antag cAMP 6, ABHD5-PLIN5 inh 2, MC4R ag barr -0.1, NOD2 RIPK2 PPI 7, N-glyco inh 0, TLR9-MyD88 block -12, H9c2 protect 8, NCOA2 inhibitor 10 and ABCB6 inh 2 97.
